High-throughput results deposited in PubChem BioAssay by National Center for Advancing Translational Sciences (NCATS).
Pol eta inh = DNA polymerase eta (human) inhibition; actives 1.2% (n = 390,000); Potency, µM (highest dose often 114 µM), for the others: top-dose activity change, negative = inhibition, most hits filed as inhibitors; recombinant Pol eta, fluorescent DNA replication assay; Q9Y253; also: potency is read from the fitted curve at half-maximal effect; % is scaled to controls: 0 for no effect and ±100 for the full control effect
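Pol eta at 10 nM preincubated with compounds 15 min at room temperature; reaction started with fluorescent substrate (50 nM final) and read kinetically at 0 and 10 min.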
JMJD2A Tudor inh = inhibitors of human JMJD2A Tudor domain | AlphaScreen JMJD2A-Tudor / H3K4me3 peptide binding | Potency, µM (titrated, usually from 114 µM), for the others: at the highest dose activity change, negative = inhibition, actives largely listed as inhibitors | actives 4.4% (n = 390,000) | AID 504339; also: potency is read from the fitted curve at half-maximal effect; % is scaled to controls: 0 for no effect and ±100 for the full control effect; nearly all actives have a fitted effect of over 50% in size
G9a inh = G9a (human) methyltransferase inhibition; actives 8.8% (n = 350,000); Potency, µM (doses to about 102 µM), for inactives: at the top dose activity, negative = inhibition, most hits filed as inhibitors; G9a H3K9 monomethylation, AlphaScreen, 2 h; Q96KQ7; also: potency is read from the fitted curve at half-maximal effect; % is scaled to controls: 0 for no effect and ±100 for the full control effect; nearly all actives have a fitted effect of over 75% in size
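Step 1: enzyme (final 20 nM) with compound, 15 min RT. Step 2: substrate peptide 500 nM and SAM 20 uM, 2 h RT. Step 3: anti-H3K9me1 antibody and AlphaScreen beads, 10 min, then plate read.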
PGK inhibitor = inhibitors of T. brucei phosphoglycerate kinase; PGK/GAPDH coupled, Kinase-Glo luminescence, 60 min; Potency, µM (doses to about 57.5 µM), for inactives: top-dose activity change, negative = inhibition, hits mostly inhibitors; actives 0.043% (n = 380,000); also: potency is read from the fitted curve at half-maximal effect; % is scaled to controls: 0 for no effect and ±100 for the full control effect; nearly all actives have a fitted effect of over 60% in size
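Luminescent ATP detection (Kinase-Glo Plus) follows a 60-minute room-temperature incubation, with wells lacking PGK as controls. Buffer: 100 mM TEA (pH 7.6), 5 mM MgCl2, 0.01% Tween-20. Coupling enzyme GAPDH (100 nM final) supplies unstable 1,3-BPG in-well.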
HP1b binding inh = blocks HP1-beta chromodomain binding to methylated histone tails. Potency, µM (titrated, usually from 114 µM), for the others: top-dose activity change, negative = inhibition, usual class: inhibitors. P83916. actives 0.56% (n = 390,000). AlphaScreen HP1-beta / biotin-H3K9me3 peptide binding. AID 540317; also: potency is read from the fitted curve at half-maximal effect; nearly all actives have a fitted effect of over 70% in size; inactives centre near 23
Target sequence (P83916 whole entry, looked up): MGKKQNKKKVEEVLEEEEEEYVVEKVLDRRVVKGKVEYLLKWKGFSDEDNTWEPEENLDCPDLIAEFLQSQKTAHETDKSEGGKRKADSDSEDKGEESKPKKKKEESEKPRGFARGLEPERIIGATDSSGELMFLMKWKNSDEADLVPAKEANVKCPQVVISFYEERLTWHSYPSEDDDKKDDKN
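AlphaScreen: HP1-beta (50 nM) preformed 30 min with biotin-H3(1-18)K9me3 peptide (50 nM) in PBS pH 7.4, 0.01% Tween-20. Compound added for 30 min at RT, then streptavidin donor/nickel chelate acceptor beads (10 ug/mL) for 30 min.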
Pin1 inh = human Pin1 inhibition; Q13526; Pin1 FP peptide displacement, HiFluor488, 10 min; Potency, µM (titrated, usually from 115 µM), inactives show at the top dose activity, negative = inhibition, usual class: inhibitors; actives 0.009% (n = 390,000); AID 504891; active = well fitted inhibition curve with a large enough effect in the polarisation, with a control signal flat, not every such curve was filed as active; inconclusive = small, poorly fitted or top-dose-only effect, or effect the other way, or a change in a side signal; inactive = no such curve, though single readings can be large or run the other way; the % refers to the polarisation; also: potency is read from the fitted curve at half-maximal effect; % is scaled to controls: 0 for no effect and ±100 for the full control effect
Target sequence (Q13526 whole entry, looked up): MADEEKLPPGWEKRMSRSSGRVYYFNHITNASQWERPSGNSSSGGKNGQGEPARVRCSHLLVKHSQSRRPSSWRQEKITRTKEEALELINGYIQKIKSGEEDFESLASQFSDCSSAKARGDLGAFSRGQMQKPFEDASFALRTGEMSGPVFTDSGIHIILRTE
GLS inh = blocks human kidney-isoform glutaminase activity; Potency, µM (doses to about 45.5 µM), inactives show at the highest dose activity change, negative = inhibition, most hits filed as inhibitors; actives 0.21% (n = 410,000); GLS enzymatic activity, qHTS titration; AID 624170; also: potency is read from the fitted curve at half-maximal effect; % is scaled to controls: 0 for no effect and ±100 for the full control effect
Target sequence (O94925 whole entry, looked up, canonical isoform): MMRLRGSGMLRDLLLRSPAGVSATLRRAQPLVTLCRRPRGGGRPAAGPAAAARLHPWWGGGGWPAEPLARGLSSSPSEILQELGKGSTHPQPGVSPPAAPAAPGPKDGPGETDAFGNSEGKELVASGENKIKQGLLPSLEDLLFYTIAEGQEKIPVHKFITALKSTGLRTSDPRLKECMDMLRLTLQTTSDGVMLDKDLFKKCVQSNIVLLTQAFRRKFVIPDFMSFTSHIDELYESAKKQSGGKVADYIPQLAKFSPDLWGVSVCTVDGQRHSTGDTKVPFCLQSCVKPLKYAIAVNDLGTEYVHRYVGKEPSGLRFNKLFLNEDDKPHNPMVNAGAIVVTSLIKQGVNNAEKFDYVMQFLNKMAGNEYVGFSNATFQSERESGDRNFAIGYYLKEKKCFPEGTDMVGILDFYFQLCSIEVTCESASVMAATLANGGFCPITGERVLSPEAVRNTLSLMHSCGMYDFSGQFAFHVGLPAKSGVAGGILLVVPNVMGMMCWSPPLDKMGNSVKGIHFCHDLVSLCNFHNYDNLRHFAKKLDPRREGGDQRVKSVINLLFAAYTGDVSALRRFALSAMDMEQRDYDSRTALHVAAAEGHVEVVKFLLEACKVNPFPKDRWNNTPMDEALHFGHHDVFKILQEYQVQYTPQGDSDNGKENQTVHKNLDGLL
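Two-point fluorescence kinetic (t0, 30 min RT) for hKGA; glutamate detected via glutamate oxidase–HRP–Amplex Red. Substrate: 1 mM L-glutamine solution; buffer 45 mM KH2PO4, pH 8.2.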
PI4K2A block = inhibitors of human PI4K2A; Q9BTU6; actives 0.13% (n = 420,000); purified PI4K2A, ADP-Glo luminescence, 1 h; hits give low values; AID 1346378; activity change, negative = inhibition, % at 76.9 µM; in the data active = activity change below about -50%; inconclusive = mostly about -30% to -49%;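 also: -100% = wells without enzyme as full effect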
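In this quantitative HTS, ADP production by PI4K2A was quantified luminescently after 1 h at ambient temperature; 100 microM adenosine served as plate-quality control.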
BAZ2B inh = inhibitors of human BAZ2B bromodomain. AlphaScreen BAZ2B-H3K14Ac peptide displacement. Potency, µM (highest dose often 114 µM), without a hit: at the highest dose activity change, negative = inhibition, actives largely listed as inhibitors. Q9UIF8. actives 4.4% (n = 360,000); also: potency is read from the fitted curve at half-maximal effect; % is scaled to controls: 0 for no effect and ±100 for the full control effect; nearly all actives have a fitted effect of over 60% in size
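BAZ2B 50 nM plus b-H3(5-23)K14Ac 50 nM, PBS pH 7.4/0.01% Tween-20, 30 min RT; compound added (max 110 uM), 30 min RT; streptavidin donor/Ni-chelate acceptor beads 10 ug/mL final, 20 min dark; AlphaScreen read.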
Starred values were filed as active, the others as inactive; i = inactive; u = inconclusive; x = no result given; & = joins results of further samples; [ ] = dose if it differs, or a comment. Unless noted, calls follow the shape of the dose curve; as a rule, active = well fitted curve in the direction sought with a large enough effect; inconclusive = small, poorly fitted or top-dose-only effect, or another doubt; inactive = no such curve, though single readings can be large; an effect the other way counts as inactive or inconclusive. Some of the compounds tested; count on the stated rates, not on these rows.

cpd	Pol eta inh	JMJD2A Tudor inh	G9a inh	PGK inhibitor	HP1b binding inh	Pin1 inh	SMILES	GLS inh	PI4K2A block	BAZ2B inh
1	-9.1%	-19.9%	-3.9%[2.33 µM]	-8.3%	33.5%	4.0%	O=C(CN1CSCC1=O)N1CCN(S(=O)(=O)c2cccc(F)c2)CC1	-3.2%	3.6	7.8%
2	-9.3%	-11.6%	x	-2.8%	16.1%	3.5%	CN(Cc1ccccc1)C(=O)COc1ccc(N(C)S(=O)(=O)c2ccc(F)cc2)cc1	1.6%	-0.9	-0.2%
3	-10.9%	-9.8%	28.5%[12.7 µM]	i	28.3%	5.7%	Cc1cc(C)c2nc(-c3cccnc3)cc(C(=O)NC(C)c3cnn(C)c3C)c2c1 (stereo not given)	-6.0%	4.7	-28.0%
4	-5.8%	-2.8%	-42.6%[12.7 µM]	0.2%	33.4%	-0.5%	O=C(c1ccc(Cl)cc1)N(Cc1cccs1)C1CCS(=O)(=O)C1 (stereo not given)	0.9%	-6.9	3.5%
5	-9.9%	u	u	i	61.9%[activator]	13.1%	CCCCCCCCCCOC(=O)Cn1c(COc2ccc(C)cc2)[n+](C)c2ccccc21	u	-14.4	-0.6%
6	-7.9%	-11.5%	-50.7%	i	82.4%[activator]	2.9%	O=c1cc(CCl)[nH]c2nc3ccccc3n12	3.1%	-3.6	3.1%
7	-13.4%	-18.2%	10.5%	-0.5%	21.1%	2.8%	Cc1ccc(CCN2CC(C(=O)NCCC(C)C)CC2=O)cc1 (stereo not given)	-12.1%	-4.0	-15.6%
8	-21.9%	-3.6%	-31.2%[59 µM]	2.4%	45.7%[activator]	1.0%	Cc1ccc(-c2noc(-c3cccnc3NCc3ccco3)n2)cc1	-7.8%	-1.1	-1.6%
9	3.3%	-16.3%	13.7%[59 µM]	1.3%	6.4%	-0.5%	COc1ccc(C(=O)Nc2ccc(NC(=O)c3cccs3)cc2)cc1[N+](=O)[O-]	16.7%	3.5	-4.8%
10	2.7%	-12.6%	-12.2%	-8.2%	18.8%	1.1%	CCN(CC)CCN(Cc1cc2cc3c(cc2[nH]c1=O)OCO3)C(=S)NCC(C)C	6.5%	-0.9	-1.7%
11	-19.3%	-1.4%	5.0%	-0.6%	49.8%[activator]	-0.3%	COC(=O)C1CCN(c2ccc(Cl)nn2)CC1	-0.8%	-3.0	-10.8%
12	-9.3%	0.7%	-7.9%	-3.8%	12.0%	-0.6%	Cc1cccc2cncc(OCc3nnc(SC(F)F)n3C)c12	1.3%	4.4	-2.7%
13	-8.1%	-10.2%	x	9.5%	8.8%	2.6%	Cn1c(=O)c2c(SCC(=O)Nc3ccccc3F)nc(-c3ccccc3F)nc2n(C)c1=O	3.6%	0.6	-4.0%
14	-26.1%	13.1%	-10.0%[2.33 µM]	6.0%	45.7%[activator]	-1.9%	CC(C)(C)c1ccc(OCCC(=O)OCC(=O)NCc2ccccc2)cc1	4.4%	-1.5	15.7%
15	-1.4%	-18.8%	-24.7%	3.1%	u	0.2%	S=C(NCc1ccccc1)N1CCN(c2cccc(Cl)c2)CC1	-7.8%	1.6	-20.4%
16	-16.6%	26.4%	52.4%[activator]	-2.5%	107.0%[activator]	-2.7%	COC(=O)c1ccc(OC(=O)c2ccc(OC)cc2)c(OC)c1	-1.8%	-2.1	-6.2%
17	-13.3%	-10.3%	8.0%[59 µM]	1.3%	36.3%	-4.7%	Cc1ccc2oc(-c3ccc(Cl)cc3)c(O)c(=O)c2c1	-0.3%	-0.3	4.6%
18	-0.9%	u	u	-4.8%	u	15.2%	Cc1ccccc1N=Nc1c(C)[nH]n(C(N)=S)c1=O	18.3%	15.6	-0.8%
19	-10.3%	-14.7%	16.9%	-4.9%	-3.2%	-7.6%	O=C1NC2=C(C(=O)CCC2)C(c2ccccc2Cl)N1 (stereo not given)	8.3%	-1.9	-16.8%
20	-21.0%&5.9%	-15.9%&-11.5%	2.2%[12.7 µM]	-5.5%&-3.3%	-11.7%&50.0%	u	C/C(N)=C(/C#N)C(=O)COC(=O)COc1ccc(Cl)cc1	-14.2%&4.3%	10.8&-4.3	9.9%
21	-27.9%	-3.8%	-7.2%	-13.8%	29.3%	21.4%	O=C(COC(=O)c1ccc(S(=O)(=O)NCc2ccco2)cc1)Nc1ncc(Cl)cc1Cl	6.6%	1.6	-7.8%
22	-16.0%	-8.9%	6.0%[59 µM]	i	18.2%	28.8%	COc1ccc(C2CC(=O)c3c([nH]c(C(=O)OC4CCCCCC4)c3C)C2)cc1OC (stereo not given)	0.7%	-3.8	-1.3%
23	u	-20.5%	13.8%[12.7 µM]	-7.6%	27.1%	-3.6%	Cc1cccc(NC(=O)CSc2nc(-c3ccco3)nc3cc(=O)[nH]n23)c1	3.5%	-7.9	79.4µM*
24	-13.2%	-0.7%	27.6%	-4.9%	29.0%	-6.8%	CCOC(=O)CNC(=O)Cn1c(C)cc2ccccc2c1=O	1.3%	-0.1	15.7%
25	-21.6%	-0.7%	-46.4%[0.501 µM]	-7.8%	31.8%	-2.5%	Cc1ccc(N2C(=O)C3C4C=CC(CC4)C3C2=O)cc1[N+](=O)[O-] (stereo not given)	-9.6%	-0.7	79.4µM*

Further compounds
cpd	Pol eta inh	JMJD2A Tudor inh	G9a inh	PGK inhibitor	HP1b binding inh	Pin1 inh	SMILES	GLS inh	PI4K2A block	BAZ2B inh
26	-7.4%	-23.3%	u	-3.2%	32.7%	6.6%	Cc1cc(Sc2nnc(/N=C/N(C)C)s2)c2ccccc2n1	-5.9%	3.2	-0.2%
27	-17.3%	-18.6%	-5.8%[59 µM]	-5.9%	17.0%	26.6%	Cc1ccccc1CN1C(=O)c2ccccc2S(=O)c2ccc(C(=O)NC3CCC(C)CC3)cc21 (stereo not given)	6.8%	-8.8	0.0%
28	-1.9%	-16.1%	11.1%[12.7 µM]	-2.4%	21.9%	1.2%	COC(=O)[C@@H]1C[C@@]2(O)[C@H](O)[C@H](O)[C@H](O)C[C@H]2N1Cc1ccc(C(F)(F)F)cc1	-4.9%	-0.1	-6.1%
29	u	u	-33.1%[12.7 µM]	i	-7.3%	u	C=CCn1c(COc2ccc(CC)cc2)nnc1SC/C(O)=C(\C#N)c1nc2ccccc2[nH]1	7.2%	-13.4	-4.8%
30	-13.8%	-20.9%	13.2%[2.33 µM]	-8.2%	25.9%	-4.1%	CCN(C(=O)Cn1c(=O)n2nc(CCn3nc(C)cc3C)nc2c2ccccc21)c1cccc(C)c1	3.4%	5.7	-0.1%
31	-2.9%	-8.3%	x	4.1%	-17.1%	u	CCn1cc(C(=O)OCC(=O)Nc2ccccc2OC(F)F)c(=O)c2ccc(C)nc21	1.1%	9.2	x
32	-12.3%	-15.2%	-6.5%[59 µM]	-1.3%	13.9%	-1.9%	COc1ccc(/C=N/NC(=O)Cc2cc(OC)c(OC)cc2[N+](=O)[O-])cc1	5.2%	-4.7	-12.4%
33	-4.4%	-6.7%	16.5%[59 µM]	x	11.2%	-0.4%	COc1ccc(C=NCC2COc3ccccc3O2)cc1OC (stereo not given)	-0.1%	6.9	-7.6%
34	-15.9%	-16.4%	14.6%	-5.9%	-17.2%	-0.4%	O=C(NCc1ccc(F)cc1)c1ccc(NC(=O)C2CCCO2)cc1 (stereo not given)	11.9%	-1.7	0.4%
35	8.6%	5.1%	25.1µM*	-6.9%	45.5%[activator]	-7.5%	CCCCC(=O)Nc1cc(Cl)ccc1C(=O)O	10.0%	-17.3	u
36	-22.6%	-3.6%	u	1.2%	15.7%	-2.1%	CCOC(=O)CC1(C)OCC(C[N+]2(C)CCCCC2)O1 (stereo not given)	-1.6%	-1.3	-7.2%
37	-11.7%	-4.5%	1.8%	i	47.0%[activator]	-1.0%	C=CCNC(=S)NNC(=O)CCC(O)CCCCC (stereo not given)	11.0%	3.3	-5.2%
38	0.5%	-23.6%	-6.7%[2.33 µM]	-3.6%	49.4%[activator]	-6.3%	O=C1CS(=O)(=O)N(Cc2cccc(F)c2)c2ccc(Br)cc21	27.0%	-4.2	-23.5%
39	-3.1%	-5.3%	13.4%	-3.1%	36.0%	3.5%	CCn1cc(C(=O)N[C@@H](CCSC)C(=O)NCCCn2ccnc2)c(=O)c2cc3c(cc21)OCO3	-0.4%	11.6	-24.1%
40	-12.8%	0.6%	9.1%[59 µM]	3.4%	22.5%	7.3%	O=C(/C=C1\SC(=O)N(CC(=O)Nc2ccc(F)cc2)C1=O)Nc1ccc(Cl)cc1	2.3%	3.5	1.7%

Another view of some results above.
| no. | compound | Pol eta inh | JMJD2A Tudor inh | G9a inh | PGK inhibitor | HP1b binding inh | Pin1 inh | GLS inh | PI4K2A block | BAZ2B inh |
| --- | --- | --- | --- | --- | --- | --- | --- | --- | --- | --- |
| 36 | CCOC(=O)CC1(C)OCC(C[N+]2(C)CCCCC2)O1 (stereo not given) | -22.6% | -3.6% | u | 1.2% | 15.7% | -2.1% | -1.6% | -1.3 | -7.2% |
| 37 | C=CCNC(=S)NNC(=O)CCC(O)CCCCC (stereo not given) | -11.7% | -4.5% | 1.8% | i | 47.0%[activator] | -1.0% | 11.0% | 3.3 | -5.2% |

Results in sequence from the list.
BAZ2B inh, nos. 26–33 → -0.2%, 0.0%, -6.1%, -4.8%, -0.1%, x, -12.4%, -7.6%
JMJD2A Tudor inh, nos. 26–33 → -23.3%, -18.6%, -16.1%, u, -20.9%, -8.3%, -15.2%, -6.7%
PI4K2A block, nos. 26–33 → 3.2, -8.8, -0.1, -13.4, 5.7, 9.2, -4.7, 6.9
